E-sel TNF inh = TNF alpha driven E-selectin expression inhibition | 0.71% of 120,000 active | AID 1246 | inhibition, % at 2 µM | HUVEC TNFa-induced E-selectin immunofluorescence, high content;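 active means inhibition above the batch mean plus 3 SD, and confirmed as a hit on visual image review, cut at about 43% in these data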;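 further: 0% = TNF-stimulated DMSO wells and 100% = unstimulated control wells; not every result past the cut was called active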
Yeast lifespan up = extends the lifespan of yeast; S. cerevisiae growth with nicotinamide, OD615; deaD strain in restrictive glucose medium; inhibition of the nicotinamide effect, % at 10 µM; 0.68% of 130,000 active; AID 775;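 active means inhibition above a set limit, placed 3 SD over the median of all compounds, cut at about 26% in these data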;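 further: 0% = nicotinamide-treated wells and 100% = cells grown without nicotinamide; some compounds called inactive have numbers as strong as hits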
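Assay system: DeaD-strain S. cerevisiae. Medium: CSMM-D glucose medium, restrictive. Reagent: nicotinamide, 1.5 mM, co-present with compound. Compound: 10 µM single point, 0.25% DMSO. Schedule: culture preincubation 4 h, compound exposure 48 h, both 30 °C. Detection: absorbance at 615 nm.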
GALR2 antag = blocks the human galanin receptor 2 | AID 828 | inhibition, % at 4 µM | O43603 | GALR2-expressing cells, antagonist mode | 0.39% of 140,000 active; in the data active means inhibition above about 27%;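 further: cells stimulated with galanin 1-16 at roughly its EC80; 0% = agonist challenge control and 100% = basal control without agonist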
Target sequence (O43603 whole entry, looked up): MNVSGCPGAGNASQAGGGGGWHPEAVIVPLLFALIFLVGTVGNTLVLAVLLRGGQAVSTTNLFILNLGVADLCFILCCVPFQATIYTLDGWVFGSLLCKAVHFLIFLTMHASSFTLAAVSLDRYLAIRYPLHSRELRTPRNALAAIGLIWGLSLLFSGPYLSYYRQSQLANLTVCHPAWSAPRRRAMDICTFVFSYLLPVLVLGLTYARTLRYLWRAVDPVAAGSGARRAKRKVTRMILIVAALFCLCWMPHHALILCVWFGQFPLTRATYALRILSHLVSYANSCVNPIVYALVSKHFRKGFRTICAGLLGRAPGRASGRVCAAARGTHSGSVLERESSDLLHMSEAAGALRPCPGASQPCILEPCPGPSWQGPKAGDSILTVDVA
HCT116 PTEN-null = growth suppressors of cells with PTEN tumor suppressor deletion. HCT116 PTEN-null viability, CellTiter-Glo, 60 h; hits give low values. viability, % at 10 µM. 1.2% of 140,000 active. AID 827;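 active means viability at or below a set limit, 4 SD under the median of all tested compounds, cut at about 3.7% in these data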;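 further: PTEN knockout HCT116 line with beta catenin targeted HCT116 as companion control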
NPY-Y2 antag = NPY-Y2 (human) receptor antagonism. P49146. NPY-Y2 expressing cells, antagonist mode. inhibition, % at 2.7 µM. 0.99% of 140,000 active; in the data active means inhibition above about 17%;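 further: 0% = vehicle with agonist challenge and 100% = reference antagonist with challenge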
Target sequence (P49146 whole entry, looked up): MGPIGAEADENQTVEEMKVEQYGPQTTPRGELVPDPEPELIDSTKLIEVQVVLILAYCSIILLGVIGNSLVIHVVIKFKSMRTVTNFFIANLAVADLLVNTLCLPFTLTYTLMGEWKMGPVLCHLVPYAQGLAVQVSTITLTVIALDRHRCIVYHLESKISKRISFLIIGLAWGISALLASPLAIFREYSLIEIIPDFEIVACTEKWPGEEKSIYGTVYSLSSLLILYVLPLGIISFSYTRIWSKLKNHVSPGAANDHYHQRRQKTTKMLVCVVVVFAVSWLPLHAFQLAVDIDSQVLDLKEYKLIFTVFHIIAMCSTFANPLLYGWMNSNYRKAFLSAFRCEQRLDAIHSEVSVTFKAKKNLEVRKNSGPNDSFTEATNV
bCat KO growth = beta-catenin-lacking colon tumor cell growth suppression | HCT116 beta-catenin knockout viability, CellTiter-Glo, 60 h; hits give low values | viability, % at 10 µM | 1.5% of 140,000 active | AID 818;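 active means viability at or under a set limit, the compound median less 4 SD, cut at about 6% in these data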;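 further: 0% = Hyamine 1622 control at 20 µM and 100% = untreated cell control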
Phagocytosis inh = inhibitors of macrophage phagocytosis; J774A.1 macrophage IgG-bead phagocytosis, imaging; inhibition, % at 5 µM; 0.07% of 110,000 active; AID 1029;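 active means inhibition above the mean of the plate negative controls plus 5 SD, cut at about 13% in these data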;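 further: phagocytic index as fraction of beads internalized from green versus red external bead signal; plate controls were DMSO negative control for no effect and cytochalasin-D positive control for full effect; some results beyond the cut were filed as inactive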
BB579 growth dn = chemicals that inhibit yeast BB579 growth in restrictive medium (lifespan-shortening candidates) | S. cerevisiae BB579 growth, OD615, 48 h | inhibition, % at 10 µM | 0.51% of 140,000 active;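 active means inhibition above a set limit, 3 SD over the mean compound inhibition, cut at about 44% in these data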; further: inactives centre near -24
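Test system: Saccharomyces cerevisiae DeaD strain BB579, replicative lifespan model yeast | Buffer or medium: Restrictive CSMM-D medium | Doses: One dose, 10 µM compound with 0.25% DMSO | Incubation: 48 h exposure, 30 °C | Detection: Culture absorbance at 615 nm | Control set: Amphotericin B at 10 µg/mL as positive control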
MRP1 act = activators of MRP-1; H69AR cells + doxorubicin, viability rescue, CellTiter-Glo; viability increase, % at 10 µM; 0.61% of 140,000 active; AID 799;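 active means viability gain under doxorubicin at or above a set limit, the compound median plus 3 SD, cut at about 4.7% in these data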;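 further: MRP-1 overexpressing cells given doxorubicin 25 µM after compound pretreatment; 18-22 h compound pretreatment then 72 h with doxorubicin before readout; 0% = doxorubicin-only wells and 100% = vehicle-treated cells without doxorubicin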
Measles CPE = protection of cells from measles virus | AID 841 | 1.5% of 140,000 active | protection (pct of control), % at 4 µM | Measles virus-infected cells, CPE protection, absorbance; in the data active means protection mostly above about 24%, no sharp cut-off; inactive means mostly below about 26%; further: some compounds called inactive have numbers as strong as hits
Active calls of the source: *; . = no result given. Rows were taken by chance; any-hit rate near 6.1%.

Below each compound: E-sel TNF inh	Yeast lifespan up	GALR2 antag	HCT116 PTEN-null	NPY-Y2 antag	bCat KO growth	Phagocytosis inh	BB579 growth dn	MRP1 act	Measles CPE
1. Cc1nc(SC(C)C)[nH]c(=O)c1Cc1ccccc1
  -8	27	0	96	5	93	-1	-67	-1.5	6
2. CC(=O)NC(=S)Nc1cccc(S(=O)(=O)NC2=NCCC2)c1
  12	-1	-11	100	0	91	-2	-2	0.2	5
3. COc1cc(-c2nc3cnccn3c2Nc2ccc3c(c2)OCCO3)ccc1O
  -21	-23	0	63	3	61	-1	-10	-6.2	6
4. O=C(N/N=C\c1ccco1)Nc1cccc(Cl)c1
  6	-8	-2	90	1	84	-3	-32	-3.7	11
5. Cc1ccc(-n2c(SCC(=O)N3CC(=O)Nc4ccccc43)nc3ccccc3c2=O)cc1
  10	-5	-7	73	3	76	2	-14	-1.9	33*
6. O=C(CN1C(=O)c2ccccc2C1=O)Nc1sc2c(c1C(=O)NCC1CCCO1)CCC2 (stereo unspecified)
  .	-9	-12	106	2	105	-2	-62	-0.7	15
7. CNC(=O)C(=O)NCC1OCCCN1S(=O)(=O)c1cccs1 (stereo unspecified)
  .	0	0	98	2	91	0	-16	-0.6	6
8. COc1ccccc1N1CCN(C(=O)CCCC2=NS(=O)(=O)c3ccccc3N2)CC1
  -17	-10	11	99	0	90	-1	-23	-1.7	8
9. OCCN(CC(O)Cn1ccc2ccccc21)CC(O)Cn1ccc2ccccc21 (stereo unspecified)
  .	-9	-7	90	0	80	.	-40	-1.8	8
10. Cc1ccc(/C(O)=C2\C(=O)C(=O)N(CC(C)O)C2c2cccc(F)c2)cc1 (stereo unspecified)
  -33	-10	10	94	1	93	0	-40	-1.5	7
11. N#Cc1c(C(F)(F)F)cc(-c2ccco2)nc1SCc1ccncc1
  8	-20	14	53	14	57	-3	-62	-5.4	7
12. COc1ccccc1-c1nc(-c2cccc(C)c2)no1
  -20	-14	1	85	1	78	-1	-31	-3.2	5
13. CC(C)OC(=O)CC(=O)CSc1nc2c(cc1C#N)CCCCCC2
  11	1	-9	89	3	90	0	-30	-3.7	13
14. Cc1ccc(Nc2ccc(-n3ccnc3)nn2)cc1C
  -29	-15	3	96	0	99	.	-29	-1.0	4
15. COCCn1nnnc1CN1CCOCC1
  -3	-9	17	98	-2	88	0	-60	-1.2	12
16. Cc1cccc(C(CC(=O)N2CCCC2)c2ccccc2)c1O (stereo unspecified)
  -8	-9	1	78	-1	82	.	-21	-1.1	4
17. COc1ccc(/C=N/NC(=S)Nc2ccccc2)cc1COc1ccc(F)cc1
  .	-2	-12	82	-2	85	2	3	-1.7	8
18. Cc1cccnc1NC(=S)NC(=O)c1cncc(Br)c1
  -17	-10	0	98	1	102	.	-36	0.1	12
19. O=C(O)c1ccc(NC2=C(N3CCOCC3)C(=O)c3ccccc3C2=O)cc1
  9	6	8	96	-2	90	-9	-6	-3.6	4
20. CC(C)Cc1nc(SCC(=O)NCc2ccccc2)n[nH]1
  14	-9	-7	94	2	106	0	-10	-0.9	24
21. COc1ccc(C2N(c3cc(Cl)ccc3OC)C(=O)C3CCCN32)c(OC)c1 (stereo unspecified)
  27	-6	-5	99	3	94	1	-3	-3.8	6
22. COc1ccc(C(=O)CSc2ncn[nH]2)cc1OC
  10	-2	-13	97	2	94	-1	-31	1.0	48*
23. O=C(COc1ccccc1)NCC(=O)N/N=C/c1cc(Br)ccc1OCc1ccccc1
  17	4	-18	63	4	61	.	-27	-3.7	1
24. CNC(=S)N/N=C/c1ccccc1Cl
  .	-8	2	83	19*	93	-6	-26	2.3	40
25. O=C(Sc1nnnn1C1CCCCC1)c1cccs1
  -12	-1	-5	110	3	103	3	-52	0.1	13
26. O=C(OCCN1C(=O)c2ccccc2C1=O)c1cccc(OC(F)F)c1
  .	-9	-1	99	2	94	1	-25	-0.4	16
27. COc1ccc(-c2ccc(=O)n(CC(=O)Nc3cccc(O)c3)n2)cc1OC
  9	-13	2	93	2	91	.	-32	-2.6	9
28. CN1C/C(=C\c2ccc(N3CCOCC3)cc2)C(=O)/C(=C/c2ccc(N3CCOCC3)cc2)C1
  .	-2	15	2.2*	5	2.9*	-12	-43	-4.6	10
29. COc1cccc(N2CCN(c3c(C#N)c(C(F)(F)F)nn3C)CC2)c1
  36	-5	-20	46	5	36	-2	-14	-4.1	6
30. CC(=O)Nc1ccc(S(=O)(=O)NCc2ccc(C(=O)NCc3ccc(Cl)cc3)cc2)cc1
  8	-5	-15	97	0	86	0	-68	0.6	13
31. NCCNc1ccc([N+](=O)[O-])c(NC2CC2)c1
  19	1	5	93	2	83	-6	-5	-3.1	15
32. CCOCCCNC(=O)C(c1ccc(OC)cc1)N(Cc1ccc2c(c1)OCO2)C(=O)CNC(C)=O (stereo unspecified)
  9	-2	8	94	3	91	.	-25	-2.6	2
33. O=C(NCc1cccnc1)c1ccc(S(=O)(=O)N2CCCCC2)cc1
  9	115*	3	105	-1	103	.	-80	-0.9	10
34. Cc1ccc(C(=O)Nc2cnc3ccccc3c2)cc1
  -5	-14	12	69	3	70	0	-38	-1.3	6
35. CN(C)c1ccc(CN2CCCC(O)C2)cc1 (stereo unspecified)
  5	-10	-13	90	1	92	0	5	-1.3	2
36. CCOC(=O)N1CC=C2C(C#N)=C(N)C(C#N)(C#N)[C@H](c3cccs3)[C@H]2C1
  0	-2	-5	103	2	107	1	-14	-1.7	1
37. OCCNCC(O)Cn1ccc2ccccc21 (stereo unspecified)
  -20	-2	7	99	2	99	1	-9	1.2	7
38. CCc1ccc(Nc2cc(C(=O)NCCCN3CCOCC3)c3ccccc3n2)cc1
  -5	-10	-2	44	-1	52	0	-16	-2.5	26
39. CC(=O)N1CCN(CCN=CC2=C(O)CC(c3ccc(Cl)cc3)CC2=O)CC1 (stereo unspecified)
  -28	49	-1	98	2	100	0	-38	1.7	16
40. Cc1ccc(C2C3=C(CC(C)(C)CC3=O)Nc3onc(C)c32)cc1 (stereo unspecified)
  14	-13	-6	79	-1	81	.	-41	-1.5	4
41. CCCc1nc2ccc(NC(=O)c3cccs3)cc2c(=O)n1Cc1ccccc1Cl
  .	5	5	69	4	72	-3	-11	-0.4	26
42. CSc1nc(-c2ccco2)nn1C(=O)c1cccs1
  2	-8	-12	91	2	107	.	8	-3.6	19
43. Cc1cc(=O)n2nc(N3CCCC(C(=O)NCCc4ccccc4)C3)sc2n1 (stereo unspecified)
  .	-16	2	98	2	87	-2	-22	-3.9	28
44. Cc1ccc2oc(=O)c3cnn(CC(=O)N4CCCCC4C)c3c2c1 (stereo unspecified)
  -30	-1	0	91	3	94	0	-22	-3.9	21
45. CCOC(=O)C1CCCN(C(=O)c2cc(Nc3ccc(OC)c(OC)c3)nc3ccccc23)C1 (stereo unspecified)
  6	-5	18	61	0	63	-2	-26	-1.0	3
46. O=c1c2ccccc2nnn1Cc1ccccn1
  -6	-9	0	96	2	106	-2	13	-1.9	63*
47. O=C(CCC(=O)N1CCCC1)Nc1nnc(C(F)(F)F)s1
  .	-1	-1	97	7	93	1	-21	-1.3	4
48. COC(=O)c1cccc(S(=O)(=O)N2CCC(n3nnc4cc(F)ccc43)CC2)c1
  -2	-8	-8	86	7	77	0	-4	-0.3	12
49. CCCCn1c(CN2CCN(C(=O)c3ccco3)CC2)nc2c1c(=O)n(C)c(=O)n2C
  -26	-9	6	86	1	90	.	22	-3.1	5
50. O=c1c2[nH]c3ccc(F)cc3c2ncn1CCCn1ccnc1
  -9	4	4	105	3	95	-2	-31	-0.2	15
51. COc1cccc(NC(=O)c2cccnc2)c1
  .	-22	3	97	1	86	0	16	-2.5	5
52. Cc1cc(C)cc(C(=O)N2CC(C)SC2=Nc2cccc(S(=O)(=O)N(C)C)c2)c1 (stereo unspecified)
  .	2	-12	87	6	95	-2	-23	-1.5	17
53. O=C(NC(Cc1ccc(F)cc1)C(=O)O)c1ccccc1 (stereo unspecified)
  13	-1	2	97	4	96	-1	5	-1.8	7
54. COc1ccc(Nc2ncnc3c2cnn3Cc2ccc(C)cc2)cc1
  5	-4	-2	75	3	85	-1	-53	-0.8	11
55. O=C1S/C(=C\C=C\c2ccco2)C(=O)N1c1ccc(O)cc1
  .	-8	-4	34	-2	50	-13	-23	0.8	8
56. CCc1ccc(CC)c(S(=O)(=O)Nc2ccc(O)c(C(=O)O)c2)c1
  14	-6	0	93	4	101	1	-13	-2.0	17
57. CCOC(=O)CC(=O)CSc1nc2c(cc1C#N)CCCCC2
  .	-19	8	95	0	108	0	-40	-5.4	3
58. Cc1cc(Cl)ccc1OCC(=O)N/N=C1\CCCc2ccccc21
  -6	-12	-1	90	4	88	.	-1	-3.2	3
59. COc1cc(C=NCC2OCCc3ccccc32)cc(OC)c1 (stereo unspecified)
  .	-3	-3	101	2	88	-10	-33	-2.0	8
60. COc1nnc(-c2ccc(N3CCOCC3)c(NC(=O)c3ccco3)c2)c2ccccc12
  -22	-13	-13	72	3	73	0	-21	-0.2	3
61. COc1ccc(/C=N/NC(=O)CCn2cnc(-c3ccccc3)c2-c2ccccc2)cc1
  .	0	3	14	12	15	10	-36	-3.9	5
